Source: PubChem
Giardia FBPA inh – qHTS Assay for Inhibitors of Fructose-1,6-bisphosphate Aldolase from Giardia Lamblia; purified Giardia FBPA; Potency, µM (highest dose often 59.6 µM), for the others: at the top dose activity, negative = inhibition, hits mostly inhibitors; 290,000 tested, 0.71% active; also: potency is read from the fitted curve at half-maximal effect; % is scaled to controls: 0 for no effect and ±100 for the full control effect; nearly all actives have a fitted effect of over 55% in size
Target sequence (A8B2U2 whole entry, looked up): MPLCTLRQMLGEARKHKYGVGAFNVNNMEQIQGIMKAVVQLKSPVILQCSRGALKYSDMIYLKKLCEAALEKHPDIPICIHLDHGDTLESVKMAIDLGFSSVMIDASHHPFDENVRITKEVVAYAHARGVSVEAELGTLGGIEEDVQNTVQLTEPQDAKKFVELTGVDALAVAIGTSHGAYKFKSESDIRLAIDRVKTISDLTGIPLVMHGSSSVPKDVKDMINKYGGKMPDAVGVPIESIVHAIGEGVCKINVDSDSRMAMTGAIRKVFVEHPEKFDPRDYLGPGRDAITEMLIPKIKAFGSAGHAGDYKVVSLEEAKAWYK
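40 nM FBPA preincubated 10 min at RT with compound (up to 57.5 uM final), then substrate plus GAPDH/TPI/NAD/arsenate coupling and diaphorase/resazurin added. Fluorescence read after 20 min at RT, 525/598 nm.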
CHX counter – Cycloheximide Counterscreen for Small Molecule Inhibitors of Shiga Toxin; cell reporter, cycloheximide protein synthesis inhibition counterscreen; max response, %; 300,000 tested, 12% active; AID 2314, 2010; in the data active = max response mostly above about 13%, no sharp cut-off; inactive = mostly below about 14%; also: read at 38.3 µM for the half of the compounds with a filed dose; 0% is about no effect
AmpC inh no detg – qHTS Inhibitors of AmpC Beta-Lactamase (assay without detergent); P00811; AID 485341, 2010; AmpC nitrocefin hydrolysis, absorbance 480 nm, 0.0001% Triton; 330,000 tested, 0.52% active; Potency, µM (titrated, usually from 57.1 µM), inactives show at the top dose activity change, negative = inhibition, usual class: inhibitors;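 also: potency is read from the fitted curve at half-maximal effect; plate controls were no compound for no effect and no enzyme for full effect; nearly all actives have a fitted effect of over 20% in size; some results filed as inactive show a strong effect at the top dose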
Target sequence (P00811 whole entry, looked up): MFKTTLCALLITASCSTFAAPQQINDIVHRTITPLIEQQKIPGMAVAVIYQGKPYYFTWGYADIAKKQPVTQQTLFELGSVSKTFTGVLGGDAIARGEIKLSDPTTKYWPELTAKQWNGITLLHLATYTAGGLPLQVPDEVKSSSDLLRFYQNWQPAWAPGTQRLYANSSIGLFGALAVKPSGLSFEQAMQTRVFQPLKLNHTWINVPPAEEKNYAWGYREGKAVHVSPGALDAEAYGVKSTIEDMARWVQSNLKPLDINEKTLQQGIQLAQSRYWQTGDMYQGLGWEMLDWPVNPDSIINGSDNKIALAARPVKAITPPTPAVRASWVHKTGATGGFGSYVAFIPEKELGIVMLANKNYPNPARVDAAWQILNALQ
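20 mM phosphate pH 7.0 + 0.01% (detergent screen) or 0.0001% Triton X-100; 5.3 nM AmpC reagent; cpd preinc 15 min RT; nitrocefin (800 uM stock) to start; A480 q20 s × 4 min; Activity was normalised to no-enzyme and no-compound control wells.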
AMA1-RON2 inh – qHTS for Inhibitors of AMA1-RON; Towards Development of Antimalarial Drug Lead: Primary Screen; Plasmodium falciparum AMA1 (3D7) - RON2 peptide interaction; AlphaScreen AMA1-biotinylated RON2 peptide binding; Potency, µM (series often up to 58.2 µM), for inactives: top-dose activity change, negative = inhibition, usual class: inhibitors; 360,000 tested, 0.2% active; AID 720542, 2013;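 also: potency is read from the fitted curve at half-maximal effect; 0% = vehicle wells and -100% = peptide control; nearly all actives have a fitted effect of over 45% in size; some results filed as inactive show a strong effect at the top dose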
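AMA1 (3D7) with his tag at 25 nM final met compounds first, then biotinylated RON2 peptide at 25 nM; detection used donor plus acceptor beads, 10 µg/mL apiece, read by AlphaScreen after 30 min at room temperature.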
Shiga toxin inh – A qHTS for Small Molecule Inhibitors of Shiga Toxin | Vero cells, Shiga toxin protein synthesis inhibition reporter | inhibition, % at 38.7 µM | 290,000 tested, 9.2% active | AID 2315, 2010; in the data active = inhibition mostly above about 28%, no sharp cut-off; inactive = mostly below about 43%; also: 0% is about no effect
HCMV antiviral – qHTS Assay for inhibitors of the human cytomegalovirus (HCMV); activity change, negative = inhibition, % at 57.5 µM; HFF cells, HCMV-luciferase reporter, 72 h; stronger effect = lower value; 410,000 tested, 4.5% active; AID 1259415, 2018; in the data active = activity change below about -60%; inconclusive = no clear call, values can overlap the other calls; inactive = above about -39%; also: % is scaled to controls: 0 for no effect and ±100 for the full control effect
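Two compound doses tested in HFFs infected with HCMV-luciferase, MOI 1 PFU/cell, 72 h at 37C. Lysate luminescence read with OneGlo; data normalized against buffer-only and 10uM Salinomycin inhibitor controls.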
AmpC detergent – qHTS Inhibitors of AmpC Beta-Lactamase (assay with detergent); P00811; AmpC hydrolysis of nitrocefin, absorbance 480 nm, 0.01% Triton; Potency, µM (top dose mostly 114 µM), inactives show at the top dose activity change, negative = inhibition, usual class: inhibitors; 370,000 tested, 0.041% active;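 also: potency is read from the fitted curve at half-maximal effect; 0% = no-compound wells and -100% = no-enzyme wells; nearly all actives have a fitted effect of over 25% in size; some results filed as inactive show a strong effect at the top dose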
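20 mM phosphate pH 7.0 + 0.01% (detergent screen) or 0.0001% Triton X-100; 5.3 nM AmpC reagent; cpd preinc 15 min RT; nitrocefin (800 uM stock) to start; A480 q20 s × 4 min; Activity was normalised to no-enzyme and no-compound control wells.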
The depositor's hits bear a star; i = inactive; u = inconclusive; x = no result given; & = joins results of further samples; [ ] = remark or other dose. Unless noted, calls follow the shape of the dose curve; as a rule, active = well fitted curve in the direction sought with a large enough effect; inconclusive = small, poorly fitted or top-dose-only effect, or another doubt; inactive = no such curve, though single readings can be large; an effect the other way counts as inactive or inconclusive.

Below each SMILES: Giardia FBPA inh	HCMV antiviral	AmpC detergent	CHX counter	Shiga toxin inh	AMA1-RON2 inh	AmpC inh no detg
Cc1nc(CN(C)C(=O)CC2C(=O)NCCN2Cc2ccc(-c3ccccc3)cc2)cs1 (stereo not drawn)
 : x	-8	3%	18	26*	12%	111%[activator]
O=C(Nc1nnc(SCc2ccc(Cl)cc2)s1)c1ccco1
 : 15%	27	0%	-3	-4	-19%	33%
CC1(O)CCC(C(C)(C)O)CC1 (stereo not drawn)
 : -1%&0%&3%	x	x	-2&-4	-3&-2	x	x
Cc1cc(C(=O)N2CCCC2C(=O)O)c(C)o1 (stereo not drawn)
 : 7%	19	u	1	7	-14%	16%
O=C(NC(=S)NCCN1CCOCC1)c1ccc(Cl)cc1
 : 1%	-6	-8%	24*	34	-14%	-11%
O=C(O)c1ccc(S(=O)(=O)c2ccccc2C(=O)O)c([N+](=O)[O-])c1
 : x	-32	6%	5	-2	-7%	-32%
COc1ccc(/C=C2\SC(=O)N(CC(=O)NNC(=O)c3ccccc3O)C2=O)cc1
 : 4%	6	-5%	1	4	12%	11µM*
CCOc1ccc(N/C(N)=N/c2nc(CSc3nnnn3-c3ccccc3)cc(=O)[nH]2)cc1
 : 6%	15	u	1	17	13%	-9%
COc1ncnc2c1oc1nc(C)c3c(c12)CC(C)(C)OC3
 : -10%	-5	-4%	-2	15	0%	-5%
CCOC(=O)c1[nH]c2ccccc2c1N=CN(CC)CC
 : 0%	47	u	7	1	-9%	-26%
CN(CCOC(=O)c1cccc(Br)c1)C(C)(C)C
 : -2%	-1	u	-5	-19	-8%	-2%
O=C(CN(CC1CCCO1)C(=O)CNS(=O)(=O)c1ccc(F)cc1)NCC1CCCO1 (stereo not drawn)
 : x	-3	-1%	-4	-1	12%	-9%
O=C(O)c1cccc(Nc2ccncc2[N+](=O)[O-])c1
 : 10%	44	3%	3	-4	-1%	-17%
CC(C)C(=O)Nc1ccccc1-c1nc2ccccc2[nH]c1=O
 : 2%	-17	-2%	-2	5	-8%	-8%
COc1cccc(C(CNc2ccc(S(=O)(=O)N3CCN(C)CC3)cc2[N+](=O)[O-])N(C)C)c1 (stereo not drawn)
 : x	-3	1%	x	x	u	19%
Cc1ccc(-n2cc(CN3CCNC(=O)CC3)c(-c3ccc(F)cc3)n2)cc1
 : 1%	u	-3%	-3	17	-13%	139%[activator]
O=C(Nc1ccncc1)C1CCN(S(=O)(=O)c2c(Cl)cccc2Cl)CC1
 : x	-30	-8%	x	x	-9%	-19%
Cc1cccc(-n2ncc3c2CCCC3NC(=O)CCCN2CCCCC2=O)c1C (stereo not drawn)
 : x	x	u	8	-4	16%	68%[activator]
CCCN(CC(=O)Nc1ccccc1OC)C(=O)C1=COCCO1
 : x	-1	0%	x	x	0%	-18%
N#Cc1c(-c2ccc(C(F)(F)F)cc2)cc(-c2ccccc2)[nH]c1=S
 : 5%	-60*	2%	-1	8	-4%	-24%
Cc1ccc(-c2noc(CSc3ccccc3)n2)cc1
 : 1%	54	-2%	33*	77*	84%[activator]	-27%
COc1ccc2[nH]cc(CCNC(=S)NC3CCCC3)c2c1
 : 3%	-38	-1%	-3	-12	-1%	-35%
O=[N+]([O-])c1ccccc1CN1CCN(c2ncccn2)CC1
 : u	-17	-18%	2	-2	-15%	-4%
COc1ccc(C(=O)NCCN2CCCC2)cc1[N+](=O)[O-]
 : -10%	45	-12%	-2	-41	2%	-12%
CCOc1ccc(Br)cc1S(=O)(=O)NCc1ccncc1
 : -1%	-35	-3%	-3	-7	10%	16%
COCCOC(=O)C1=C(C)OC(N)=C(C#N)C1c1cc2cccc(C)c2nc1Cl (stereo not drawn)
 : u	-30	2%	6	42	27%	14%
COCCOC(=O)C1=C(N)Oc2c(c(=O)oc3ccccc23)[C@@]12C(=O)Nc1ccccc12
 : -15%	115	-7%	1	-2	2%	-18%
COc1ccc(NC(=O)c2cccc(-n3cnnn3)c2)cc1
 : -5%	-24	u	1	-5	-1%	-15%
CCN(CC(=O)Nc1c(F)cccc1F)C(=O)CCSc1ccc(C)cc1
 : x	-36	1%	x	x	-5%	1%
Cc1ccc(NC(=O)CN2C(=O)S/C(=C\c3ccc(C(=O)O)cc3)C2=O)cc1
 : -7%	9	0%	-2	x	6%	-13%
O=C(Nc1ccc2c(c1)OCO2)N1CCN(c2ncc(C(F)(F)F)cc2Cl)CC1
 : -5%	u	4%	22	21	-8%	-13%
Cc1ccc(N2CC(c3nc4ccccc4n3C)CC2=O)cc1C (stereo not drawn)
 : 1%	u	u	0	-8	-6%	33%
CN1CCN(Cc2c(O)ccc3c(=O)c(Oc4ccccc4Cl)c(C(F)(F)F)oc23)CC1
 : 0%	11	u	-5	-22	-7%	111%[activator]
CC1(C)CC(NC(=O)C(c2ccccc2)c2ccccc2)CC(C)(C)N1
 : 7%	14	-10%	-3	-5	-8%	-3%
O=C(CC(C(=O)O)c1ccc(Cl)cc1)c1ccccc1 (stereo not drawn)
 : 12%	31	1%	5	-15	19%	-21%
CC(C)N(Cc1ccccc1)C(=O)COC(=O)CCC(=O)c1ccc(F)cc1
 : x	11	-10%	x	x	-1%	51%
Cc1ccc(CNC(=O)c2cn(C)c(=O)c3c2c2ccccc2n3C)o1
 : -21%	-35	3%	-5	-11	0%	71%[activator]
COC(=O)c1c(C)oc2ccc(N(C(=O)c3ccncc3)S(=O)(=O)c3ccc4ccccc4c3)cc12
 : 1%	-31	1%	-3	12	-7%	23%
CN(C)CCN(C(=O)CN1C(=O)c2ccccc2C1=O)c1nc2cc3c(cc2s1)OCCO3
 : x	11	-18%	x	x	5%	83%[activator]
O=C(CN1C(=O)S/C(=C\c2ccc(Cl)cc2)C1=O)NNC(=O)c1ccccc1O
 : 1%	33	-5%	-1	-14	45%[activator]	-56%
CCCCCCCC(=O)N/N=C/c1ccco1
 : 1%	-10	u	-2	17	60%[activator]	-44%
CN(C)c1nc(NCc2ccccc2)nc(N/N=C/c2ccc(Cl)cc2Cl)n1
 : 2%	-3	-2%	-2	-5	8%	-19%
CC(=O)c1cccc(OCC(=O)N2CCN(c3ccc(C(F)(F)F)cn3)CC2)c1
 : -2%	-19	0%	9	12	6%	51%
C[C@]12CCC(=O)C[C@@H]1CC[C@@H]1[C@@H]2CC[C@]2(C)C=CC[C@@H]12
 : 3%	u	u	-3	-3	-5%	-17%
CCOc1cc(/C=N/NC(=O)CCn2nc(C)cc2C)ccc1O
 : -3%	2	2%	-2	-3	63%[activator]	3%
COc1ccc(S(=O)(=O)Nc2ccc3oc(C)c(C(C)=O)c3c2)cc1
 : -2%	u	1%	0	-16	7%	-33%
COc1ccc(NC(=O)[C@H](NC(=O)[C@@H]2Cc3ccccc3CN2)c2ccccc2)cc1
 : x	-8	1%	-1	-3	22%	12%
C/C(=N/NC(=O)Cc1cccs1)c1ccco1
 : -3%	-27	1%	22*	27*	73%[activator]	-27%
CCN(CC)c1ccc(C(=O)OCC(=O)N2CCN(c3ccccc3)CC2)cc1
 : 7%	-11	2%	-4	12	2%	0%
CC(C)(C)N(Cc1ccccc1)C(=O)COC(=O)c1ccc(Br)o1
 : x	-25	-4%	x	x	0%	-8%

Compound profiles, as listed above:
`COCCOC(=O)C1=C(N)Oc2c(c(=O)oc3ccccc23)[C@@]12C(=O)Nc1ccccc12` is entered as Giardia FBPA inh: -15%; HCMV antiviral: 115; AmpC detergent: -7%; CHX counter: 1; Shiga toxin inh: -2; AMA1-RON2 inh: 2%; AmpC inh no detg: -18%
`O=C(O)c1ccc(S(=O)(=O)c2ccccc2C(=O)O)c([N+](=O)[O-])c1` is entered as Giardia FBPA inh: x; HCMV antiviral: -32; AmpC detergent: 6%; CHX counter: 5; Shiga toxin inh: -2; AMA1-RON2 inh: -7%; AmpC inh no detg: -32%

The listing continues:
Below each SMILES: Giardia FBPA inh	HCMV antiviral	AmpC detergent	CHX counter	Shiga toxin inh	AMA1-RON2 inh	AmpC inh no detg
Cc1c(NS(=O)(=O)c2ccccc2)cc(Cl)c(O)c1C
 : x	-8	u	3	13	-4%	-51%
O=C1C2=C(C(=O)c3ccccc31)C1O[C@](CCCCN3C(=O)c4ccccc4C3=O)(Cc3ccccc31)O2
 : u	x	-5%[22.9 µM]	-3	i	x	u
CCn1cc(C(=O)N2CCc3ccccc32)c(=O)c2cc(S(=O)(=O)N3CCCCCC3)ccc21
 : 2%	6	u	-4	-9	-5%	47%
CCOC(=O)c1cc(NC(=O)c2ccc(Cl)cc2)c(=O)oc1-c1ccccc1
 : 11%	-16	-2%	11	-6	-7%	-13%
Cc1ccc(CSCc2nnc(SCC(=O)N3CCN(c4ccccc4)CC3)n2C)cc1
 : 2%	u	5%	-3	-18	-7%	135%[activator]
COc1ccc(S(=O)(=O)N2CCC(C(=O)NCc3ccccn3)CC2)cc1Cl
 : 6%	28	u	-2	-4	10%	30%
OC(COCc1cccs1)CN1CCN(c2cccc(Cl)c2)CC1 (stereo not drawn)
 : -28%	0	0%	-2	-11	u	34%
COc1ccc(S(=O)(=O)Nc2nnc(C)s2)cc1
 : -18%	22	-15%	1	-9	-6%	-4%
O=C(CO)[C@@H](O)C(O)[C@@H](O)CO (stereo partly drawn)
 : 3%	x	x	-3	-3	x	x
Cc1ccc(CCNC(=O)c2nnn(-c3cc(C)cc(C)c3)c2N)cc1
 : -3%	42	-2%	1	13	0%	-11%
Cn1c(=O)n(CCCOc2ccc(Cl)cc2)c2ccccc21
 : 15%	21	-1%	19*	4	1%	99%[activator]
O=C(CCNc1ccc(Cc2ccncc2)cc1)c1cccc([N+](=O)[O-])c1
 : 2%	23	2%	-2	-16	-26%	-26%
Cn1nc([N+](=O)[O-])nc1S(C)(=O)=O
 : u	u	-1%	31*	31	-10%	-16%
CCOC(=O)C1(CCOc2ccccc2)CCN(Cc2cccn2-c2ncccn2)CC1
 : 1%	64	3%	-2	-2	-7%	53%
COc1cc(C(=O)OCC(=O)NC2CCCCCC2)ccc1OCC(C)C
 : x	9	-24%	x	x	5%	-14%
Cc1ccc(CN2CCN(c3cccc4[nH]ccc34)CC2)cc1
 : -8%	41	2%	-1	-3	-21%	-33%
CCOC(=O)C1(CCCc2ccccc2)CCN(C(=O)Cn2nc(C)nc2C)CC1
 : 2%	2	3%	-1	-6	7%	136%[activator]
Cc1c(Cl)c(C(=O)NNC(=S)Nc2ccc(F)cc2)nn1C
 : 10%	-5	-8%	34*	179*	37%[activator]	-26%
COc1ccccc1N1CCN(C(=O)c2ccc(COc3cccc4c3OC(C)(C)C4)cc2)CC1
 : x	-17	-14%	x	x	-21%	186%[activator]
O=C1CN(CC(=O)NC2CCCc3ccccc32)CCN1 (stereo not drawn)
 : 4%	1	0%	-5	-5	0%	-22%
COc1cc(CNC2CCCC2)cc(Cl)c1OCc1ccc(F)cc1
 : -1%	34	4%	-4	-11	-2%	33%
